# Compound activity (PubChem)
# PrPC TRFRET: cell surface PrPC inhibition, primary TR-FRET screen; TR-FRET read-out; inhibition, % at 13.8 µM; P04156; 0.43% of 370,000 active; in the data active = inhibition above about 24%; note: 0% = median of the test wells and 100% = reference compound wells
# Starred values were filed as active, the others as inactive. Not all compounds are listed. The share of hits here may be higher or lower than overall.
Molecule | PrPC TRFRET
COCCN1Cc2cc(C(=O)OC)c3c(c2C1=O)c1cc(OC)ccc1n3S(=O)(=O)c1ccc(F)cc1 | -5
N[C@@H](Cc1ccccc1)C(=O)N1CCC[C@@H]1C(=O)N1CCC2CCN(S(=O)(=O)c3ccccc3)CC21 (stereo partly drawn) | -8
Cc1ccc(CN2C(=O)CSCC2(C)C(=O)NCc2ccccc2)cc1 (stereo not drawn) | 6
O=C(NCc1cccc(C(F)(F)F)c1)C1C(=O)Nc2ccccc2C(=O)N1C1CCCC1 (stereo not drawn) | -1
C=CCn1c(SCC(=O)Nc2ccccc2OCC)nnc1-c1ccc(C(C)(C)C)cc1 | -2
NC1=NS(=O)(=O)Nc2ccccc21 | 6
C[C@H]1[C@@H](NCc2ccccc2)CC[C@@]23CCCN2C(=O)CCC[C@@H]13 | 1
CN1C(=O)c2cc(NC(=O)Nc3ccccc3)ccc2OC[C@H]2O[C@@H](CC(=O)NCC(F)(F)F)CC[C@@H]21 | -5
CCC(C)(C)C(=O)N1CCC(C(=O)NC2CCCc3ccccc32)CC1 (stereo not drawn) | 10
Cc1ccc(S(=O)(=O)N2[C@H](CC(=O)c3cccs3)OC[C@@H]2C(C)C)cc1 | 6
CC1(C)CC(=O)C=C(C#CC2CC2)C1 | -7
C=CCN1C(=O)[C@@H](CC(=O)NCc2cccs2)[C@]2(C(=O)OC)CCCCC=C12 | -4
CC(C)(C)N1Cc2nnn(CC3CCCCC3)c2-c2cc(F)ccc2S1(=O)=O | -5
CC(C)C[C@H]1COc2cc(Br)ccc2S(=O)(=O)N1Cc1cn(Cc2ccc(F)cc2)nn1 | 1
Cc1cc(C(=O)O[C@H]2CCC[C@@]3(C(=O)N(Cc4ccccc4)c4ccccc43)[C@H]2NC(=O)CCc2ccccc2)no1 | 13
COC(=O)[C@]12C[C@H](CC(=O)NCc3cccc4ccccc34)C(=O)N(CCc3ccc(OC)c(OC)c3)C1=C[C@H](COCc1ccccc1)O[C@@H]2C | -2
CCn1c(SCC(=O)NN=Cc2ccc(C(=O)O)cc2)nc2ccccc21 | 6
C=CCNC(=O)C1CCN(c2cncnc2)CC1 | -4
COc1ccc(Oc2c(Cl)cnn(C3c4ccccc4-c4ccccc43)c2=O)cc1 | 0
CCC(NC(=O)OCc1ccccc1)P(=O)(Oc1ccccc1)Oc1ccccc1 (stereo not drawn) | 5
COC(=O)c1ccc(S(=O)(=O)N2CCC(NC(=O)CCC3CCCC3)CC2)cc1 | 1
N#Cc1ccc(C2CC(OCCF)=CC(=O)O2)cc1 (stereo not drawn) | -2
CCN=C1NC(CCc2ccccc2)C(C(=O)OC)=C(C)N1Cc1ccc(C(F)(F)F)cc1 (stereo not drawn) | 4
COC(=O)[C@]12C[C@H](CC(=O)N3CCOCC3)C(=O)N(CCc3ccc(OC)c(OC)c3)C1=C[C@H](C(C)C)O[C@@H]2C1CC1 | 0
COC(=O)[C@]12C[C@H](CC(=O)NCCC(C)C)C(=O)N(Cc3cccc4ccccc34)C1=C[C@H](COCc1ccccc1)O[C@@H]2C | -9

# Four entries picked at random from those above:
Molecule | PrPC TRFRET
C=CCNC(=O)C1CCN(c2cncnc2)CC1 | -4
C[C@H]1[C@@H](NCc2ccccc2)CC[C@@]23CCCN2C(=O)CCC[C@@H]13 | 1
C=CCN1C(=O)[C@@H](CC(=O)NCc2cccs2)[C@]2(C(=O)OC)CCCCC=C12 | -4
Cc1cc(C(=O)O[C@H]2CCC[C@@]3(C(=O)N(Cc4ccccc4)c4ccccc43)[C@H]2NC(=O)CCc2ccccc2)no1 | 13

# A different layout for 2 compounds above:
> C=CCn1c(SCC(=O)Nc2ccccc2OCC)nnc1-c1ccc(C(C)(C)C)cc1
- PrPC TRFRET: -2

> NC1=NS(=O)(=O)Nc2ccccc21
- PrPC TRFRET: 6

# Continued.
Molecule | PrPC TRFRET
COc1ccc(S(=O)(=O)N(C)C[C@@H]2Oc3c(NC(=O)Nc4cccc5ccccc45)cccc3C(=O)N([C@@H](C)CO)C[C@H]2C)cc1 | 14
CCOC(=O)Nc1ccc2c(c1)[C@@]1(CC(=O)N(CC(C)C)C1c1ccccc1)C(=O)N2C (stereo partly drawn) | -1
c1ccc(-c2ccc(C3=Nn4c(nnc4-c4ccccn4)SC3)cc2)cc1 | -16
Cc1nn(-c2ccccc2)c2sc(C(=O)N3CCN(S(=O)(=O)c4ccc(Br)s4)CC3)cc12 | -5
Nc1sc(-c2ccccc2)cc1C(=O)NCCN1CCOCC1 | -16
O=S1(=O)c2ccc(N3CCCC3)cc2Oc2ccccc2CN1Cc1cn(Cc2cccc(F)c2)nn1 | 3
CCOC(=O)[C@]12CCCC=C1N(CCc1ccc(OC)c(OC)c1)C(=O)[C@H](CC(=O)NCCCN1CCCC1=O)C2 | -7
O=c1c2c3c(sc2n(CCN2CCOCC2)c(=O)n1C1CCCCC1)CCCCC3 | 14
O=C(OCc1cn(Cc2ccc(F)cc2)nn1)N1CCCC1 | -4
COc1ccc(-n2c(COc3ccccc3)nnc2SCc2nc3ccccc3[nH]2)cc1 | -4
CCN1CCCCC(NC(=O)c2cccc(C(F)(F)F)c2)C1=O (stereo not drawn) | 4
Cc1ccc(CN2CCCCC(NC(=O)c3ccccc3C)C2=O)cc1 (stereo not drawn) | 0
COc1cc(-c2nnc(SCC(=O)NN=Cc3c[nH]c4ccccc34)n2-c2ccccc2)cc(OC)c1OC | 0
CCCC[C@H]1C2CC(OC(=O)Nc3cccc(C(F)(F)F)c3)C(C2)[C@H]2CCCCN21 (stereo partly drawn) | 5
Cc1ccc(CNC(=O)[C@@H](Cc2ccccc2)NC(=O)[C@H]2O[C@@H](n3ccc(N)nc3=O)[C@H](O)[C@@H]2O)o1 | 0
COC(=O)[C@]12C[C@H](CC(=O)NCC34CC5CC(CC(C5)C3)C4)C(=O)N(Cc3ccc(Cl)cc3Cl)C1=C[C@H](C(C)C)O[C@@H]2C1CC1 | 3
Cc1cccc(C(=O)N[C@H]2CC[C@@]34CCCN3C(=O)CCC[C@H]4[C@H]2C)c1 | -7
CCCCS(=O)(=O)N1C2=NC(C(=O)OCC)=C(C(=O)OCC)C3N(Cc4ccc(Br)cc4)c4ccccc4[C@]23C[C@H]1C(=O)OC (stereo partly drawn) | -1
CCOc1ccc(-n2c(SCC(=O)Nc3cc4oc5ccccc5c4cc3OC)nnc2-c2cccc(Cl)c2)cc1 | 5
c1coc(-c2nnc3n2N=C(c2ccc4c(c2)OCO4)CS3)c1 | -6
CC(C)C[C@H]1COc2cccc(F)c2S(=O)(=O)N1Cc1cn(CC2CCCCC2)nn1 | -4
COC(=O)[C@H](C(C)C)N1CCc2nnn(Cc3ccccc3)c2-c2cc(F)ccc2S1(=O)=O | 8
CC1(C(=O)NCc2ccccc2)CSCC(=O)N1Cc1cccs1 (stereo not drawn) | 7
COc1ccc(OC)c(CN2C(=O)CSCC2(C)C(=O)Nc2c(C)cccc2C)c1 (stereo not drawn) | -1
OC1CN2CCCC(O)C2C1O (stereo not drawn) | 18

# (list continues)
Molecule | PrPC TRFRET
CCCCNS(=O)(=O)/C=C/c1ccccc1CNC(=O)OC(C)(C)C | 7
COC(=O)c1ccc(CN2CC3CC(c4ccccc4)N4CCCC34C2=O)cc1 (stereo not drawn) | -3
Cn1c(SCC(=O)NCCN2CCCCC2)nc2cccnc21 | 8
COC(=O)[C@]12C=CCN1[C@H](c1ccc(OC)c(OC)c1)c1c(c3ccccc3n1S(=O)(=O)c1ccc(C)cc1)C2 | 0
C=CCN1C(=O)[C@H](CC(=O)N2CCN(C(=O)C3CC3)CC2)[C@@]2(C(=O)OCC)CCCC=C12 | 3
COc1cc(C(=O)NC2CCCCN(Cc3cccc(C(F)(F)F)c3)C2=O)cc(OC)c1OC (stereo not drawn) | 49*
CN(CCOC(=O)c1cc2ccccc2o1)C1CN(Cc2cn(Cc3cccc(F)c3)nn2)S(=O)(=O)C1 (stereo not drawn) | 1
CN(C)C=Nc1ccc(Cn2cnc3nc4ccc(Cl)cc4cc3c2=O)cc1 | -3
CN1C(=O)[C@@]2(O[C@H]3[C@H]4C=C[C@@H]([C@H]5C(=O)N(Cc6ccccc6)C(=O)[C@@H]45)N3C3=C2C(=O)CC3)c2ccccc21 | 4
CC1=CC(=O)C(C2CCCCC2)=C/C1=N\OS(=O)(=O)c1ccccc1 | 5
CC(C)(C)S(=O)(=O)N1C[C@@H]2C(=C(CCO)C[C@@H]3C(=O)N(c4ccccc4)C(=O)[C@@H]32)[C@H]1CCO | 7
CCOC(=O)c1csc(NC(=O)C2CCCN(S(=O)(=O)c3cc(OC)ccc3OC)C2)n1 (stereo not drawn) | 7
O=C(O)c1cc(C(=O)O)cc(N2C(=O)c3ccccc3C2=O)c1 | 3
Cc1cccc(C)c1NC(=O)C1(C)CN(S(C)(=O)=O)CC(=O)N1Cc1ccc2c(c1)OCO2 (stereo not drawn) | -5
Cc1cc2c(cc1C)-n1nnnc1C(N1CCN(c3ccccc3F)CC1)C(=O)N2 (stereo not drawn) | 1
CC1(C(=O)NCc2ccccc2)CN(S(C)(=O)=O)CC(=O)N1Cc1cccs1 (stereo not drawn) | -3
C[C@H]1CN(C(=O)OC(C)(C)C)CCN1c1ccc(Br)c(C#N)c1 | 9
COC(=O)[C@]12C[C@H](CC(=O)NCCc3ccccc3OC)C(=O)N(Cc3ccccc3)C1=C[C@H](C(C)C)O[C@@H]2C1CC1 | -6
CC(C)CNS(=O)(=O)CC1NCc2ccccc21 (stereo not drawn) | 6
COC(=O)[C@]12C[C@H](CC(=O)NCCCCc3ccccc3)C(=O)N(Cc3cccc4ccccc34)C1=C[C@H](C(C)C)O[C@@H]2C1CC1 | 3
CNC(C#Cc1ccccc1)c1ccccc1C(F)(F)F (stereo not drawn) | -2
COc1ccc(CSc2nnc(SCc3ccccc3)s2)cc1 | -1
C[C@@H]1COc2cc(Br)ccc2S(=O)(=O)N1Cc1cn(Cc2ccccc2)nn1 | 0
CCOC(=O)N1CCN(C(=O)C[C@H]2C[C@@]3(C(=O)OC)C(=C[C@H](C(C)(C)C)O[C@@H]3C)N(Cc3ccc(Cl)cc3Cl)C2=O)CC1 | -7
COc1ccc(-n2c(SCC(=O)Nc3ccc(S(=O)(=O)Nc4nccs4)cc3)nnc2-c2ccco2)cc1 | 7

# Shown field by field: 3 of the compounds above.
CCn1c(SCC(=O)NN=Cc2ccc(C(=O)O)cc2)nc2ccccc21
  PrPC TRFRET = 6
C=CCNC(=O)C1CCN(c2cncnc2)CC1
  PrPC TRFRET = -4
COc1ccc(Oc2c(Cl)cnn(C3c4ccccc4-c4ccccc43)c2=O)cc1
  PrPC TRFRET = 0

# Continuation:
Molecule | PrPC TRFRET
OCCCN1CCC2(CCC(c3ccccc3)CC2)C1 (stereo not drawn) | 0
O=C(CCc1ccccc1)N[C@H]1[C@@H](OC(=O)c2ccc([N+](=O)[O-])cc2)CCC[C@]12C(=O)N(Cc1ccccc1)c1ccccc12 | 7
COC(=O)C1=C(C)N(C)C(=NCc2cccc(C(F)(F)F)c2)NC1c1ccc(C(F)(F)F)cc1 (stereo not drawn) | -4
Nc1[nH]c(C(=O)c2ccc(Br)cc2)c(-c2ccc(Cl)cc2Cl)c1C(=O)NCCc1c[nH]c2ccccc12 | -1
Cc1ccc2nc(-c3ccc(NC(=O)CSc4nnc(-c5cc(C)[nH]n5)n4N)cc3)sc2c1 | -1
CCC(C(=O)NCc1ccccc1)n1c(-c2cccs2)nc2ccccc21 (stereo not drawn) | 4
CCOC(=O)[C@@]12CCCC3=C1N(CCC3)C(=O)[C@H]2CC(=O)N1CCSCC1 | 0
Cc1ccccc1NC(=O)CN1C(=O)CCSc2ccccc21 | 1
Cc1ccc(Cn2nnc3c2-c2ccccc2S(=O)(=O)N(C2CC2)C3)cc1 | 4
N#Cc1ccc(Cn2ccc3ccc(-c4ccc5ccn(C(=O)C6CCCCC6)c5c4)cc32)cc1 | -5
CCCCOCC1CN(CCCC)S(=O)(=O)c2c(cccc2N2CCCCC2)O1 (stereo not drawn) | 4
C=CCN1[C@H](CO)[C@H](c2ccc(Br)cc2)[C@@H]1C#N | 7
Cc1ccc(NC(=O)CNCc2ccccc2OCC(=O)Nc2ccc(I)cc2)cc1 | -1
COC(=O)[C@]12C[C@H](CC(=O)NCCCN3CCCC3=O)C(=O)N(Cc3ccco3)C1=C[C@H](C(C)(C)C)O[C@@H]2C | -1
CCOC(=O)N[C@H](C(=O)N1CCC[C@H]1C(=O)NC1CCCC1)c1ccccc1 | 1
C[C@H](O)[C@@H]1C(=O)N2CCc3c([nH]c4cccc(-c5ccccc5)c34)[C@@H]2C[C@@H]1N(C)C(=O)C1CCCCC1 | 8
Cc1ccc(S(=O)(=O)N2CCCc3nc(C)c(C)cc32)cc1 | -3
COC(=O)[C@]12C[C@H](CC(=O)NCCCN3CCCC3=O)C(=O)N(Cc3ccc(Cl)cc3Cl)C1=C[C@H](C(C)C)O[C@@H]2C1CC1 | -12
COC(=O)[C@H]1C[C@@]2(N3CCCCC3)c3ccccc3N[C@H]2N1S(=O)(=O)c1ccc([N+](=O)[O-])cc1 | -18
COC(=O)[C@]12C[C@H](CC(=O)NCCCCc3ccccc3)C(=O)N(CCc3ccc(OC)c(OC)c3)C1=C[C@H](C(C)(C)C)O[C@@H]2C | -7
CC(C)NC(=O)N[C@H]1C[C@@H]2O[C@H](CO)CC[C@@H]2O[C@@H]1CCc1ccc(-c2ccccc2F)cc1 | -3
C=CCOC(=O)N1CCN(C(=O)c2ccc3c(c2)nc(C)n3C2CCCC2)CC1 | 8
O=C(NCCc1c[nH]c2ccccc12)c1ccc(Sc2ccccc2Cl)c([N+](=O)[O-])c1 | 3
COc1ccc2c(c1)CN1CN(Cc3ccc(F)cc3)S(=O)(=O)CC21 (stereo not drawn) | 2
Cc1cccc(NC(=O)NCCCN2CCN(c3ccc(F)cc3)CC2)c1 | -1
CCCCNC(=O)C[C@H]1C[C@@]2(C(=O)OC)C(=C[C@H](C(C)(C)C)O[C@@H]2C)N(Cc2ccc(Cl)cc2Cl)C1=O | -2
